NPR2 activator: GC-B (human) receptor activation; P20594; HEK293-GC-B cells, CNP EC30, cGMP TR-FRET; 0% at EC30 CNP, 100% saturating CNP; activation, % at 10 µM; 370,000 compounds, 0.11% hits; AID 1920062;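 active = activation at 10 µM reaching about 35% in either raw or pattern-adjusted values, limit read from the data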
GC-A act: GC-A (human) enzyme activation. P16066. HEK293 GC-A cells, cGMP TR-FRET, EC30 ANP; 0% at EC30 ANP, 100% saturating ANP. activation, % at 10 µM. 370,000 compounds, 0.14% hits; in the data active = activation above about 40%
NR0B1 inh: inhibits human nuclear receptor DAX1; AID 504766; inhibition, % at 6.75 µM; HEK293 Gal4-DAX1 luciferase reporter, luminescence; 340,000 compounds, 0.99% hits; P51843;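 active = inhibition above the mean over all tested compounds plus 3 SD, cut at about 4.2% in these data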;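 also: 0% = DAX1-transfected cells with DMSO and 100% = empty-vector control cells with DMSO; inhibition shows as a rise in luminescence from relieved DAX1 repression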
Target sequence (P51843 207-470 limits assumed): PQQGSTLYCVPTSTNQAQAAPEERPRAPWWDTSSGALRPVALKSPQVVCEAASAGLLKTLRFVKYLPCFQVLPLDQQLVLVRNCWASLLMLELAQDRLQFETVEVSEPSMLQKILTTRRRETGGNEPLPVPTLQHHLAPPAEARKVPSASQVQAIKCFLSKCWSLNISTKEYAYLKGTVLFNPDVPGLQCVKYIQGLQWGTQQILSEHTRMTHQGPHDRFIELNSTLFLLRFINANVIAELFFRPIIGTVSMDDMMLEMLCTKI
GAA850 FXN act: frataxin GAA850 promoter activation; HEK293 lucGAA850 FXN promoter luciferase reporter, 24 h; percent of 10 µM SAHA response; activation, % at 6 µM; 360,000 compounds, 0.56% hits; AID 540364;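 active = activation above the average of all compounds screened plus 3 SD, cutoff fixed separately per campaign, cut at about 7.5% in these data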;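 also: 0% = DMSO wells and 100% = 10 µM SAHA wells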
* marks the source's active call; other numbers are inactive results.

Sample of the layout (two entries):
1. CCc1nc2oc3cc(OC)ccc3c(=O)c2c(=O)n1Cc1ccccc1
2. Cc1ccc(NC(=O)CSC2=C(C#N)C(c3ccc4c(c3)OCO4)CC(=O)N2)cc1C (stereo unspecified)

screen / no.	1	2
NPR2 activator	-10	-9
GC-A act	-4	-1
NR0B1 inh	-1.8	0.1
GAA850 FXN act	-0.8	2.0

The listing (from the top)
1. CCc1nc2oc3cc(OC)ccc3c(=O)c2c(=O)n1Cc1ccccc1
2. Cc1ccc(NC(=O)CSC2=C(C#N)C(c3ccc4c(c3)OCO4)CC(=O)N2)cc1C (stereo unspecified)
3. CN(CC(=O)Nc1cccnc1)S(=O)(=O)c1cc(Cl)ccc1Cl
4. CCOc1ccc(NC(=O)CSc2nnc(CCNC(=O)c3ccc(OC)cc3)n2C)cc1
5. COc1ccc(CNC(=O)C2CCCN(c3nc4ccccc4o3)C2)c(OC)c1 (stereo unspecified)
6. CCOC(=O)c1oc2ccc(S(=O)(=O)N3CCC(C)CC3)cc2c1C
7. Brc1ccc(-c2nnc3sc(CN4CCC5(CC4)OCCO5)cn23)cc1
8. O=C1/C(=C\c2cccnc2)SC(=S)N1C1CCS(=O)(=O)C1 (stereo unspecified)

screen / no.	1	2	3	4	5	6	7	8
NPR2 activator	-10	-9	4	1	1	-4	-3	-5
GC-A act	-4	-1	-1	-3	0	0	0	2
NR0B1 inh	-1.8	0.1	0.1	-0.4	-0.2	1.4	-0.6	-0.4
GAA850 FXN act	-0.8	2.0	2.5	0.2	0.4	1.3	-0.4	-11

9. CCn1cc([N+](=O)[O-])c(C(=O)Nc2ccc(Cn3nc(C)cc3C)cc2)n1
10. Cc1nn2c([nH]c(=O)c3ccccc32)c1C=O
11. c1ccc(-c2cccc(-c3ccccn3)n2)nc1
12. CSc1n[nH]c(NCc2cccs2)n1
13. CN(C(=S)NC(=O)c1ccccc1Br)C1CCCCC1
14. O=C(Nc1ccc(C(=O)N2CCCC2)cc1)c1ccccc1F
15. CCN(CC)c1ccc(/C=N/N2CCN(Cc3ccc(C)cc3)CC2)c(O)c1
16. CC(C)NC(=O)c1cc(=O)n(C)c(=O)n1C

screen / no.	9	10	11	12	13	14	15	16
NPR2 activator	3	-9	1	1	8	0	-3	-3
GC-A act	-1	7	-3	8	0	1	2	2
NR0B1 inh	-0.1	0.8	-3.5	-0.1	-0.7	0.7	-0.1	-0.4
GAA850 FXN act	-3.1	-0.1	-14	-0.8	0.6	3.2	0.4	-0.7

17. COc1cc(NC(=O)c2cc(C)on2)cc(OC)c1OC
18. CCCNC(=O)c1cccc(C(F)(F)F)c1
19. CC(=O)c1cc(C#N)c(SCCC(C)C)nc1C
20. COc1ccc(CNC2CCCCC2C)c(OC)c1 (stereo unspecified)
21. O=C(Nc1cccc2ncccc12)C(Cl)(Cl)Cl
22. Cc1ccc(CSc2nnc(C(F)(F)F)n2Cc2ccc(F)cc2)cc1
23. C[C@@H](N)C(=O)NC[C@H]1O[C@@H](n2cnc3c(N)ncnc32)[C@H](O)[C@@H]1O
24. CCOC(=O)N1CCN(Cc2nc(-c3ccc(OC)cc3)no2)CC1

screen / no.	17	18	19	20	21	22	23	24
NPR2 activator	-1	4	1	-10	0	-6	-1	-3
GC-A act	9	-3	10	-8	3	-9	1	0
NR0B1 inh	0.2	0.5	1.1	0.4	1.1	0.1	0.3	0.6
GAA850 FXN act	-2.0	-1.7	5.6	-1.4	-0.1	2.8	-1.3	-2.2

25. O=C(NC1CCSC1=O)c1ccc(Cl)cc1 (stereo unspecified)
26. O=C(CN1C(=O)CC(c2ccco2)Sc2ccccc21)NCc1ccc2c(c1)OCO2 (stereo unspecified)
27. CCNC(=S)Nc1ccc(N(c2ccccc2)C(C)C)cc1
28. CN(C)c1nc2ccccc2c(N)c1-c1ccccc1
29. Cc1cc(C(=O)Nc2cccnc2)no1
30. Cc1cnc(NC(=O)CSc2nnc(Cc3ccccc3)o2)s1
31. C=C(C)CSc1nnc(CCNC(=O)OC(C)(C)C)o1
32. COc1cccc(NC(=S)N(CCCN2CCCC2)Cc2cccn2Cc2ccc(Cl)cc2)c1

screen / no.	25	26	27	28	29	30	31	32
NPR2 activator	4	1	1	-8	-1	2	-2	-14
GC-A act	2	-11	1	0	6	1	1	-24
NR0B1 inh	1.0	-1.2	-0.7	-0.4	1.0	-1.3	-0.9	4.4*
GAA850 FXN act	0.0	-1.4	2.7	0.3	3.2	-0.9	-0.5	-1.9

33. Cc1cnn(C(=O)c2oc3ccccc3c2C)c1
34. O=S(=O)(N1CCOCC1)N1CCN(c2ccccc2F)CC1
35. CC(C)c1nnc(NC(=O)CCC(=O)N2CCN(C3CCCCC3)CC2)s1
36. Cc1ccc(NC(=O)C2(S(=O)(=O)c3ccc(C)cc3)CC2)cc1
37. N#Cc1c(C(F)(F)F)cc(-c2ccc(Cl)c(Cl)c2)nc1SCCN1CCOCC1
38. O=C(Nc1ccccc1C(=O)NCCCn1ccnc1)c1ccccc1
39. N#Cc1nc(-c2ccccc2)oc1N1CCCCC1
40. CC(C)C(C(=O)NCc1ccco1)N(CC1CCCO1)C(=O)CNS(=O)(=O)c1ccc(F)cc1 (stereo unspecified)

screen / no.	33	34	35	36	37	38	39	40
NPR2 activator	-4	4	2	5	-7	-4	-7	-2
GC-A act	-2	3	1	3	8	-1	-4	0
NR0B1 inh	-0.1	0.3	-0.8	0.0	0.9	-1.3	0.6	0.1
GAA850 FXN act	2.6	0.1	1.1	-0.8	0.9	-1.3	3.8	-0.7

41. COc1ccc(OC)c(-c2cc(C(=O)Nc3c(C)nn(Cc4ccccc4C)c3C)no2)c1
42. CN(C)c1ccc(NC(=O)CN2CCC(C(=O)c3ccc(F)cc3)CC2)cc1
43. C/C=C/Cn1c(Br)nc2c1c(=O)[nH]c(=O)n2C
44. C=CCC[C@H](Cc1ccc(F)cc1)C(=O)OC[C@@H](C)NC(=O)[C@@H](CC=C)CC(=O)N[C@@H](CO)Cc1ccccc1
45. COc1ccc(-c2noc(CSc3nnc(-c4ccccc4)n3C)n2)cc1
46. c1ccc2c(c1)Cn1nnnc1-2
47. O=C(NCc1cccnc1)c1noc2c1CCCCC2
48. C=CCn1c(SCC(=O)Nc2ccccc2CC)nnc1-c1ccncc1

screen / no.	41	42	43	44	45	46	47	48
NPR2 activator	2	2	1	7	-8	3	-1	-1
GC-A act	11	-1	5	1	-4	8	4	2
NR0B1 inh	-2.1	-0.5	2.2	-0.4	-1.4	1.0	1.9	0.9
GAA850 FXN act	1.7	0.8	2.7	-6.9	-2.2	1.9	1.3	-2.7

49. COC(=O)c1ccccc1NC(=S)NC(NC(=O)c1ccco1)C(Cl)(Cl)Cl (stereo unspecified)
50. CCC1CCCCN1Cc1ccc(OC)c(OC)c1 (stereo unspecified)
51. Cc1ccc(C(=O)Nc2ccc(S(=O)(=O)N3CCN(C)CC3)cc2)o1
52. COC(=O)c1cc(OC)c(OC)cc1NC(=O)c1ccc(C)o1
53. O=C(Cn1c(SCC(=O)N2CCCc3ccccc32)nc2ccccc21)N1CCCC1
54. O=C(c1cc(S(=O)(=O)N2CCCCC2)ccc1F)N1CCCCC1
55. CCOC(=O)Cn1c(S(=O)(=O)Cc2ccccc2Cl)nc(-c2ccccc2)c1-c1ccccc1
56. Cc1c(N=Cc2ccc(Cl)o2)c(=O)n(-c2ccccc2)n1C

screen / no.	49	50	51	52	53	54	55	56
NPR2 activator	-9	-1	2	-4	-2	6	-19	1
GC-A act	-13	4	3	-4	-1	-1	-19	1
NR0B1 inh	-1.7	0.5	1.0	-1.3	-0.6	-0.4	-1.0	0.4
GAA850 FXN act	-1.2	-2.5	2.9	0.1	-1.7	2.0	-9.4	0.1

57. COc1ccc(-c2nnc(CSc3nc4ccccc4c(=O)n3C)o2)cc1OC
58. COc1ccccc1Oc1ccc(S(=O)(=O)N2CCCC2)cc1
59. Cc1ccc(S(=O)(=O)C2(C(=O)N3CCCC(C)C3)CC2)cc1 (stereo unspecified)
60. Cc1ccccc1CSc1nc2c(c(=O)[nH]1)CCC2
61. CC(C)c1ccc(OCc2ccc(C(=O)O)o2)cc1
62. O=C(CSc1nc2ccc([N+](=O)[O-])cc2[nH]1)NCCc1ccccc1
63. CO/N=C/C(C#N)c1ncc(C(F)(F)F)cc1Cl (stereo unspecified)
64. Cc1c(NC(=O)c2cnn3cccnc23)c(=O)n(-c2ccccc2)n1C

screen / no.	57	58	59	60	61	62	63	64
NPR2 activator	10	-2	-2	0	3	-6	0	4
GC-A act	5	10	1	-2	1	-4	-1	4
NR0B1 inh	2.4	-0.2	0.4	2.2	-5.8	-0.4	1.1	0.8
GAA850 FXN act	2.9	2.6	0.5	-0.5	3.1	-1.1	0.3	-1.9

65. O=C(Nc1nc(-c2ccccc2)cs1)C1CCCCN1S(=O)(=O)c1ccc(Cl)cc1 (stereo unspecified)
66. c1ccc(-c2nc(NCc3cccnc3)c3ccccc3n2)cc1
67. COc1ccc(CN(C(=O)CN2C(=O)C(C)Oc3ccccc32)C2CCCC2)c(OC)c1 (stereo unspecified)
68. CN1C(=S)SC(C)(NO)C1(C)C (stereo unspecified)
69. CC(C)(C)NC(=O)NC(=O)CSc1ncc(C(F)(F)F)cc1Cl
70. CC(C)(C)CNc1cc(N2CCCC2)ccc1[N+](=O)[O-]
71. CCC(C)NC(=O)c1cc(OC)c(OC)c(OC)c1 (stereo unspecified)
72. CCOC(=O)c1ccc(-n2c(N)c(C(=O)NCc3ccco3)sc2=S)cc1

screen / no.	65	66	67	68	69	70	71	72
NPR2 activator	-3	-2	-10	-2	3	-8	2	4
GC-A act	1	3	-17	5	2	2	0	5
NR0B1 inh	-0.8	-0.3	-0.1	1.6	1.0	1.7	-0.3	-0.3
GAA850 FXN act	-0.9	3.8	5.0	-0.8	3.5	2.1	0.8	3.7

73. O=C(Nc1ccccc1C(F)(F)F)NC1CCCCCCC1
74. O=C(Nc1cccc(C(F)(F)F)c1)c1cccnc1
75. CC(=O)C1C(c2ccncc2)NC(=O)NC1(O)C(F)(F)F (stereo unspecified)
76. COc1ccc(N2CCN(CCNC(=O)C3CCN(S(=O)(=O)c4cccs4)CC3)CC2)cc1
77. O=C(Nc1c(F)cc(F)cc1Br)c1ccco1
78. COc1cccc(C(=O)/C=C/Nc2cccc(O)c2)c1
79. Cc1cc(C)c(C2C(C#N)=C(N)Oc3n[nH]c(C)c32)cc1CN1CCOCC1 (stereo unspecified)
80. CCN(c1cccc(C)c1)S(=O)(=O)c1ccc2[nH]c(=O)c(=O)[nH]c2c1
81. COc1ccc(-c2cc(C(F)(F)F)nc(SCC(=O)Nc3sc4c(c3C#N)CCC4)n2)cc1
82. CS(=O)(=O)N(Cc1ccccc1)c1ccc(C(=O)N2CCN(c3cccc(Cl)c3)CC2)cc1
83. CSCC[C@H](NC(=O)OC(C)(C)C)C(=O)N1CCC(C(=O)N[C@@H](C)C(=O)O)CC1

screen / no.	73	74	75	76	77	78	79	80	81	82	83
NPR2 activator	-2	-6	4	3	2	-2	-1	2	-1	-2	3
GC-A act	2	4	0	4	0	4	-6	6	-7	-3	1
NR0B1 inh	0.5	-0.6	0.7	-1.7	-1.2	-3.1	-0.3	-0.1	-0.7	-0.4	0.4
GAA850 FXN act	-0.2	-0.5	2.0	0.5	-0.7	0.3	0.2	0.5	0.4	-0.4	0.8

Single records, as listed above. Values in the order: NPR2 activator	GC-A act	NR0B1 inh	GAA850 FXN act
Shown for CC(=O)C1C(c2ccncc2)NC(=O)NC1(O)C(F)(F)F (stereo unspecified) → 4	0	0.7	2.0
Shown for CS(=O)(=O)N(Cc1ccccc1)c1ccc(C(=O)N2CCN(c3cccc(Cl)c3)CC2)cc1 → -2	-3	-0.4	-0.4
Shown for CSCC[C@H](NC(=O)OC(C)(C)C)C(=O)N1CCC(C(=O)N[C@@H](C)C(=O)O)CC1 → 3	1	0.4	0.8
Shown for Cc1cc(C)c(C2C(C#N)=C(N)Oc3n[nH]c(C)c32)cc1CN1CCOCC1 (stereo unspecified) → -1	-6	-0.3	0.2

Screening data deposited in PubChem BioAssay by several laboratories.

An excerpt; rates above refer to the full screens.
